Source: PubChem BioAssay (National Center for Advancing Translational Sciences (NCATS))
HttQ103 aggreg – inhibitors of mutant huntingtin aggregate formation in PC12 cells | PC12 HttQ103-GFP aggregates, Acumen cytometry, 40 h | Potency, µM (top dose mostly 46.1 µM), without a hit: at the top dose activity change, negative = inhibition, most hits filed as inhibitors | 1.1% of 220,000 active; also: % is scaled to controls: 0 for no effect and ±100 for the full control effect; nearly all actives have a fitted effect of over 60% in size
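Ecdysone-promoter PC12 model expressing HTT exon 1 Q103 fused to GFP, induced by tebufenozide at 100 nM final. Compounds titrated; aggregates sized 1–25 µm scored on a 488 nm laser cytometer.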
SMN2 splice enh – enhancers of SMN2 splice variant expression; HEK293 SMN2-luciferase splicing reporter, luminescence, 30-36 h; Potency, µM (doses to about 46.1 µM), for inactives: top-dose activity change, positive = activation, hits mostly activators; 2.8% of 210,000 active; AID 1458; also: % of control where 0% means no effect; nearly all actives have a fitted effect of over 55% in size
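HEK293 cells carry an SMN2 minigene-luciferase reporter in which exon 7 inclusion puts luciferase in frame. Cells were seeded at 2000 cells/well, attached for 10-12 hours, then exposed to compounds for 30-36 hours at 37C before ONE-Glo luminescence.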
Tau fibril ThT – inhibitors of human tau fibril formation, thioflavin T binding; AID 1460; 2.1% of 270,000 active; P10636; recombinant tau K18 P301L, heparin-induced fibrillization, ThT fluorescence; Potency, µM (series often up to 57.4 µM), without a hit: at the highest dose activity, negative = inhibition, actives largely listed as inhibitors; also: % is scaled to controls: 0 for no effect and ±100 for the full control effect; nearly all actives have a fitted effect of over 55% in size
Target sequence (P10636 561-689 P618L limits assumed): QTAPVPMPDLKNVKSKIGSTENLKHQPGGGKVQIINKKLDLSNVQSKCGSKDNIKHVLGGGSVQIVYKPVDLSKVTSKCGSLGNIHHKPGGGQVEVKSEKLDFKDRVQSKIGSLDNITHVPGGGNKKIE
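Tau K18 P301L fragment (15 uM unlabeled plus 0.24 uM Alexa 594-labeled) in 100 mM sodium acetate pH 7 with compound, fibrillization induced by 20 uM heparin for 6 hr at 37 C. Thioflavin T (30 uM) added, fluorescence read after 1 hr (ex 450, em 510 nm).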
JMJD2E inh – JMJD2E (human) inhibition; JMJD2E catalytic domain, FDH-coupled NADH fluorescence (FDH is formaldehyde dehydrogenase); Potency, µM (highest dose often 57.1 µM), for the others: at the top dose activity change, negative = inhibition, hits mostly inhibitors; 1.6% of 230,000 active; active = well fitted inhibition curve with a large enough effect, not every such curve was filed as active; inconclusive = small, poorly fitted or top-dose-only effect, or another doubt; inactive = no such curve, though single readings can be large or run the other way;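 also: 0% = wells with enzyme and -100% = buffer wells without enzyme; nearly all actives have a fitted effect of over 50% in size; many of its hits are not listed in these tables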
Target sequence (B2RXH2 1-337 limits assumed): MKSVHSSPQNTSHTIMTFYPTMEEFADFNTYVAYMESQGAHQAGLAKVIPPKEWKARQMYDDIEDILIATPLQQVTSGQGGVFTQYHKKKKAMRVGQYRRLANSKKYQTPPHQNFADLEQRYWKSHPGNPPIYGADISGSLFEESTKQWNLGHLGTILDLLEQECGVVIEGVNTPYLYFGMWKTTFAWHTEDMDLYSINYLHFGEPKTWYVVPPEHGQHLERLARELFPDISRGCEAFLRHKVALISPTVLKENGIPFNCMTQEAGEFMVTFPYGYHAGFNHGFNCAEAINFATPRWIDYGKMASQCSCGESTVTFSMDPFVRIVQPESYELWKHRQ
Tau fibril FP – blocks human tau fibril formation measured by polarization; K18 P301L tau heparin fibrillization, Alexa594 FP, 6 h; Potency, µM (highest dose often 57.7 µM), for inactives: top-dose activity, negative = inhibition, usual class: inhibitors; P10636; 0.39% of 280,000 active; also: % is scaled to controls: 0 for no effect and ±100 for the full control effect; nearly all actives have a fitted effect of over 55% in size
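Human K18 P301L fragment (15 uM unlabeled plus 0.24 uM Alexa 594-labeled) in 100 mM sodium acetate pH 7 with compound, aggregation induced by 20 uM heparin for 6 hr at 37 C. ThT (30 uM) added for 1 hr, then Alexa 594 FP read.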
ALDH1A1 inh – ALDH1A1 (human) enzyme inhibition. P00352. Purified ALDH1A1, NADH fluorescence, propionaldehyde substrate. Potency, µM (series often up to 75.3 µM), for inactives: at the highest dose activity, negative = inhibition, usual class: inhibitors. 7.3% of 220,000 active. AID 1030; active = well fitted inhibition curve with a large enough effect, not every such curve was filed as active; inconclusive = small, poorly fitted or top-dose-only effect, or another doubt; inactive = no such curve, though single readings can be large or run the other way;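 also: plate controls were no enzyme wells and a reference inhibitor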
Target sequence (P00352 whole entry, looked up): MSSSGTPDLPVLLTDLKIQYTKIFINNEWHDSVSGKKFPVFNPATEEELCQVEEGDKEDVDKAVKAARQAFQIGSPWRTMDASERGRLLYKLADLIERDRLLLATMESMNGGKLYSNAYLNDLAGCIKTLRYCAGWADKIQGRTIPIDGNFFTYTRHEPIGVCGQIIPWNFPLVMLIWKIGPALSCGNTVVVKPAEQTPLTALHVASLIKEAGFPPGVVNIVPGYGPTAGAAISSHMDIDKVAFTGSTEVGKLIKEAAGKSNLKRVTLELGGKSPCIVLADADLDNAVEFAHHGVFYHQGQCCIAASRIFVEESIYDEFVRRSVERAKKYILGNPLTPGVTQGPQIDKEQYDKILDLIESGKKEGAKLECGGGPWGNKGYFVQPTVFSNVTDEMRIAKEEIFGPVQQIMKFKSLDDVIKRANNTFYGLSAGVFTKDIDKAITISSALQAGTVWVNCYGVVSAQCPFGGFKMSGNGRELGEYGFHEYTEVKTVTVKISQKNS
HTT cytoprotect – Huntington cell model cytoprotection by ATP luminescence | PC12 HTT-Q103 induced, cytoprotection, ATP luminescence, 40 h | Potency, µM (series often up to 56.4 µM), inactives show cytoprotection (ATP increase), most hits filed as activators | 0.14% of 230,000 active | AID 1471;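 also: % of control where 0% means no effect; nearly all actives have a fitted effect of over 45% in size; toxic huntingtin expression switched on by the ecdysone agonist tebufenozide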
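ATP quantification (ATPlite) reports survival of PC12 cells in which tebufenozide, 100 nM final, switches on Htt exon 1 with 103 glutamines linked to GFP; compounds are titrated.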
Tau fluor cs – counter-screen for tau fibril formation inhibitors; tau K18 P301L (four-repeat tau fragment) Alexa594 fluorescence, heparin fibrillization; Potency, µM (series often up to 57.7 µM), for inactives: at the highest dose activity change, negative = decrease; 0.93% of 280,000 active; also: % is scaled to controls: 0 for no effect and ±100 for the full control effect; nearly all actives have a fitted effect of over 55% in size
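Human K18 P301L tau (15 uM unlabeled plus 0.24 uM Alexa 594-labeled, final) in 100 mM sodium acetate pH 7 was mixed with compound and 20 uM heparin and incubated 6 hr at 37 C.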
An asterisk follows results filed as active; ? = inconclusive; . = not tested or not shown; [ ] = another dose, or the depositor's remark. Unless noted, calls follow the shape of the dose curve; as a rule, active = well fitted curve in the direction sought with a large enough effect; inconclusive = small, poorly fitted or top-dose-only effect, or another doubt; inactive = no such curve, though single readings can be large; an effect the other way counts as inactive or inconclusive. Potency is read from the fitted curve at half-maximal effect. This is a subset (hit frequency here may not be typical).

cpd	SMILES	HttQ103 aggreg	SMN2 splice enh	Tau fibril ThT	JMJD2E inh	Tau fibril FP	ALDH1A1 inh	HTT cytoprotect	Tau fluor cs
1	Cc1ccc(-n2c(-c3ccccc3)cc(/C=N/NC(=O)CC#N)c2-c2ccccc2)cc1	-31%	-7%	-7%	?	3%	?	-21%	-6%
2	COc1ccc(-n2c(=O)c3c4c(sc3n(CC(=O)NCc3ccco3)c2=O)CCC4)c(OC)c1	6%	-16%	-13%	1%	-1%	-12%	1%[10 µM]	-12%
3	CN1C(C(=O)NCc2ccccc2)CC2Cn3c(nc4ccccc43)C21 (stereo unspecified)	11%[9.22 µM]	.	1%	-2%	-1%	.	24%[10 µM]	1%
4	CC1=C(C(=O)OCc2ccccc2)C(c2cccc(Cl)c2Cl)CC(=O)N1 (stereo unspecified)	.	-8%	4%	.	-6%	.	.	-9%
5	COc1ccccc1C(=O)Oc1ccc(C(c2c(C)[nH][nH]c2=O)c2c(C)[nH][nH]c2=O)cc1	.	11%	?	.	0%	.	.	-16%
6	COc1cc(/C=N/NC(=O)c2cc(-c3cccs3)nc3ccccc23)ccc1O	2%[9.22 µM]	.	?	?	3%	.	0%[10 µM]	18µM*[quencher]
7	CCOc1ccc(-c2csc(Cn3c(CN4CCN(C)CC4)nc4ccccc4c3=O)n2)cc1	31%	.	-8%	-8%	-2%	14µM*	19%[10 µM]	-4%
8	Cc1sc2ccc3sccc3c2[n+]1C	-1%[9.22 µM]	.	25µM*	14µM*	?	-98%	1%[10 µM]	-24%
9	COc1ccc(C(=O)N/N=C/c2sc(N3CCOCC3)nc2-c2ccccc2)cc1OC	-19%	-6%	?	?	11%	-12%	-47%[inhibitor]	?
10	O=C(OCC(F)(F)F)c1cccc(COc2ccc3ccccc3c2)c1	4%	0.45µM*	-15%	-4%	?	-3%	-95%[inhibitor]	-20%
11	COc1ccc(C2(O)CC3CCC(C2)N3c2nc(C)cc(C)c2C#N)cc1 (stereo unspecified)	?	-48%[inhibitor]	-15%	?	-6%	?	6%[10 µM]	-24%
12	Cc1ccccc1NC(=O)c1c2c(nc3ccccc13)CCC2	24%	-6%	0%	-1%	3%	12%	10%	3%
13	Cc1ccc(/C=N/NC(=O)Nc2ccccc2)o1	3%	11µM*	-14%	-2%	-6%	7%	-6%[10 µM]	-14%
14	CC(Oc1ccc(-n2cnnn2)cc1)C(=O)O (stereo unspecified)	-1%	10%	-7%	-4%	4%	15%	-50%[inhibitor]	-7%
15	Cn1c(SCC(=O)Nc2cccc(O)c2)nnc1-c1ccc(S(=O)(=O)N2CCOCC2)cc1	-3%	-7%	-5%	1%	-8%	-3%	7%[4.97 µM]	-12%
16	Oc1ccc(/C=N\Nc2nncc(-c3ccccc3)n2)cc1	-22%[9.22 µM]	.	.	?	6%	.	-22%[10 µM]	?
17	O=C(/C=C/c1ccccc1)NNC(=O)C1CC1	-1%	25%	-9%	1%	-1%	-1%	17%[10 µM]	-4%
18	O=C1CCCCc2sc(Br)c([N+](=O)[O-])c2N1	-1%[9.22 µM]	.	?	5%	3%	.	-10%[10 µM]	-18%
19	O=C(Oc1ccccc1)Oc1ccc2c(c1)oc(=O)c1ccccc12	-23%	5%	?	-3%	?	18µM*	-17%	?
20	Cc1ccnc2nc(C(=O)Nc3cc(Cl)ccc3N3CCOCC3)nn12	-2%	4%	?	-27%	4%	-5%	-8%	-17%
21	O=C(NCCc1ccc(Cl)cc1)c1ccc(CNc2c(N3CCOCC3)c(=O)c2=O)cc1	-24%[9.22 µM]	.	.	-2%	0%	.	5%[10 µM]	-17%
22	O=C(CSc1nnnn1C1CCCC1)c1ccc2c(c1)OCCO2	17%	21%	-16%	-6%	10%	3.2µM*	26%[10 µM]	-19%
23	Cc1nc(NCCO)c(C#N)c2c1COC(C)(C)C2	-7%	15%	2%	?	5%	?	8%[10 µM]	8%
24	CCCN(C(=O)/C=C/c1ccco1)c1c(N)n(Cc2ccccc2)c(=O)[nH]c1=O	12%	.	-7%	-3%	-4%	5%	-24%	-7%
25	Cc1ccc(C(=O)N/C(=C/c2ccco2)C(=O)NCC2CCCO2)cc1 (stereo unspecified)	-14%	-4%[1.84 µM]	-5%	-16%	2%	?	9%[10 µM]	-2%
26	O=C1CCCc2ccccc2N1Cc1c(Cl)cccc1Cl	-13%	-7%	-5%	-6%	1%	8%	-23%[10 µM]	-8%
27	CCOC(=O)c1ccc(N2C(=O)C3CC=C(C)CC3C2=O)cc1 (stereo unspecified)	-3%	-22%	-8%	1%	0%	?	-15%	-12%
28	Cc1ccc(NCCC(=O)c2ccc(Cl)cc2)cc1	-13%	-4%	-19%	5%	9%	1.4µM*	-18%	-5%
29	COCCn1c(-c2ccccc2)nc2oc3cc(OC)ccc3c(=O)c2c1=O	1%	?	-3%	-9%	2%	-9%	-19%	-4%
30	O=c1[nH]c(SCc2ccccc2)nnc1-c1ccccc1	-32%	16%	-5%	5%	1%	0%	-2%[10 µM]	0%
31	COc1ccc(NC2=C(C(C)=O)C(c3ccc4c(c3)OCO4)C(C(C)=O)C(C)(O)C2)cc1 (stereo unspecified)	-11%	14%	-14%	-8%	-9%	?	-10%	-10%
32	COc1ccc(Cc2c(O)nc(SCC(=O)c3ccc(OC)cc3)[nH]c2=O)cc1	?	-12%	?	9%	-6%	-5%	-10%	-7%
33	O=C(CNc1c(Br)cc(Br)cc1Br)NN=C1CCCCC1	-19%	13%	-9%	-5%	?	4%	8%[10 µM]	-8%
34	CC(C)OCCCN1CN(S(=O)(=O)c2cccs2)c2nc3ccccc3nc21	-11%[9.22 µM]	.	.	?	-6%	.	-9%[10 µM]	-26%
35	O=C(N1CCN(Cc2ccccc2)CC1)C(Cl)(Cl)Cl	10%	-7%	-2%	-2%	0%	?	9%[10 µM]	4%
36	CCCN1C(=O)CC(c2ccco2)Sc2ccccc21 (stereo unspecified)	-22%	3%	-4%	4%	8%	?	16%[10 µM]	7%
37	CC(NS(=O)(=O)c1ccc(Cl)cc1)C(=O)NCCC1=CCCCC1 (stereo unspecified)	-5%	.	-4%	12%	3%	?	-36%	-6%
38	Cc1ccc2nc(-c3ccc(NC(=O)COC(=O)c4cncc(Br)c4)cc3)sc2c1	17%	0.56µM*	?	?	-9%	?	-39%[10 µM]	-20%
39	O=C(NC(=O)c1ccccc1F)OCc1ccc(Cl)cc1Cl	-1%[9.22 µM]	.	-14%	3%	-8%	.	-5%[10 µM]	-22%
40	O=C(Nc1ccccc1N1CCN(C(=O)c2ccccc2)CC1)c1ccccc1Cl	10%[9.22 µM]	.	.	-2%	-2%	.	-11%[10 µM]	8%
41	COc1cccc(CN2C(=O)CN(C3CCCCC3)C(=O)C2c2ccc(F)cc2)c1 (stereo unspecified)	-8%	.	-9%	-1%	6%	5%	11%	-8%
42	O=C(Nc1ccccc1N1CCCCC1)c1cccs1	-2%	-15%	?	-5%	-3%	-7%	9%[0.074 µM]	-20%
43	O=S(=O)(Nc1ccccc1Cl)c1ccc(F)cc1	17%	.	-2%	1%	7%	-5%	18%	5%
44	CN(C)c1nc(Nc2ccccc2)nc(N(C)C)n1	-32%	-11%	-17%	5%	0%	?	-28%	-21%
45	O=C1N=C(N2CCN(c3ccccc3)CC2)S/C1=C/c1cccs1	-14%	4%	?	4%	7%	?	-1%[10 µM]	-19%
46	Cn1c(CC(=O)NC(C)(C)CO)c(Sc2ccccc2)c2ccccc21	11%	-2%	0%	15%	6%	-1%	-4%[10 µM]	-20%
47	Fc1ccc(Cn2nnnc2CN2CCc3ccccc3C2)cc1	-11%	14%	-11%	-2%	1%	-6%	9%[10 µM]	-17%
48	O=C(NCCCc1ccccc1)C1CCC(CNc2c(N3CCCCC3)c(=O)c2=O)CC1 (stereo unspecified)	-10%[9.22 µM]	.	.	0%	8%	.	10%[10 µM]	0%
49	CC(C)(C)C(=O)Nc1c(Br)c(C2CC2)nn1-c1ccccc1	-22%[9.22 µM]	.	-15%	4%	2%	.	-4%[10 µM]	-10%
50	CCOC(=O)N1CCN(CCC(=O)Nc2ccc(Br)cc2)CC1	18%	-35%[inhibitor]	-9%	5%	-2%	9%	?	-12%
51	O=C(/C=C/c1ccc(Cl)cc1)Nc1ccc(N2CCCCC2)cc1	21%	-10%	?	6%	-3%	3%	-27%	-17%
52	CCOC(=O)c1[nH]c2ccc(OC)cc2c1NC(=S)N1CCN(c2ccccc2OC)CC1	-3%	9%	1%	-3%	-1%	?	-38%[10 µM]	2%
53	O=C1NC(c2ccccc2)=C(c2ccc3ccccc3n2)C(c2ccccc2)N1 (stereo unspecified)	?	-13%	?	?	?	0%	.	-21%
54	CCNC(=O)CC1C(=O)N(c2ccccc2)C(=O)N1Cc1ccc(OC)cc1 (stereo unspecified)	2%	-13%	-3%	0%	-4%	-6%	-1%[10 µM]	7%
55	CCOC(=O)N1CCC(N2Cc3cccc(C(=O)NCc4ccc(OC)cc4)c3C2=O)CC1	17%	-46%[inhibitor]	5%	2%	6%	20µM*	.	0%
56	CCCCc1nc2c(c3c1C[C@H](C)OC3)CN(C(=O)NCCCC(=O)OCC)CC2	.	3%[9.22 µM]	-11%[11.5 µM]	-5%[11.4 µM]	-5%[11.6 µM]	9%[13.5 µM]	1%[10 µM]	-12%[11.6 µM]
57	COc1ccc(NC(=O)c2ccco2)c([N+](=O)[O-])c1	2%	35µM*	-22%	5%	0%	6%	-2%[10 µM]	-7%
58	CCOc1ccccc1Nc1ccnc2cc(Cl)ccc12	-3%[9.22 µM]	.	-16%	-13%	-5%	-4%	-10%[10 µM]	-15%
59	COc1ccc(NC(=O)Cn2c(SCc3c(F)cccc3Cl)nc3ccncc32)cc1OC	.	-1%	9%	.	-8%	.	.	-18%
